Source: PubChem BioAssay (National Center for Advancing Translational Sciences (NCATS))
HEK293 tox – cytotoxic in the GLP-1 receptor inverse agonist counter-screen | HEK293 cAMP-luciferase reporter cells, luminescence, 24 h | Potency, µM (highest dose often 38.3 µM), inactives show at the top dose activity change, negative = inhibition, hits mostly inhibitors | 0.13% of 410,000 active;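 further: loss of luciferase light is scored as toxicity; potency means the concentration at half of the fitted maximal effect; on the % scale 0 is the no-effect control and ±100 the full control effect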
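A 23 nL compound transfer followed 12 hours of cell culture at 37 deg C; exposure then lasted 24 hr. Luciferase assay detection reagent was dispensed and plates read for luminescence after a 12 min room-temperature wait.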
DRD3 agonist – D3 dopamine receptor (human) agonism. 0.58% of 410,000 active. max activation, %. D3R DiscoveRx beta-arrestin cells, luminescence, 90 min. AID 652048; in the data active means max activation above about 30%; further: 0% is about no effect; mostly tested at two doses, the higher about 12 µM
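Agonist-mode cell screen: cells plated at 1500/well and incubated overnight at 37 °C, then exposed to library compounds for 90 min at 37 °C. Detection reagent was added for 30–60 min at room temperature, and luminescence was read.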
PLK1 PBD inh – inhibitors of human PLK1 polo-box domain binding; P53350; Plk1 PBD binding of FITC phosphopeptide, fluorescence polarization; Potency, µM, without a hit: max response, negative = inhibition, actives largely listed as inhibitors; 2.8% of 360,000 active; AID 720504; further: potency means the concentration at half of the fitted maximal effect; series mostly up to about 57 µM; on the % scale 0 is the no-effect control and ±100 the full control effect; nearly all actives have a fitted effect of over 65% in size
WRN inhibitor – inhibitors of human WRN helicase | 0.46% of 360,000 active | Potency, µM (doses to about 114 µM), without a hit: at the top dose activity change, negative = inhibition, actives largely listed as inhibitors | WRN helicase unwinding, fluorescent forked duplex, kinetic | Q14191; further: potency means the concentration at half of the fitted maximal effect; on the % scale 0 is the no-effect control and ±100 the full control effect; nearly all actives have a fitted effect of over 55% in size
Target sequence (Q14191 whole entry, looked up): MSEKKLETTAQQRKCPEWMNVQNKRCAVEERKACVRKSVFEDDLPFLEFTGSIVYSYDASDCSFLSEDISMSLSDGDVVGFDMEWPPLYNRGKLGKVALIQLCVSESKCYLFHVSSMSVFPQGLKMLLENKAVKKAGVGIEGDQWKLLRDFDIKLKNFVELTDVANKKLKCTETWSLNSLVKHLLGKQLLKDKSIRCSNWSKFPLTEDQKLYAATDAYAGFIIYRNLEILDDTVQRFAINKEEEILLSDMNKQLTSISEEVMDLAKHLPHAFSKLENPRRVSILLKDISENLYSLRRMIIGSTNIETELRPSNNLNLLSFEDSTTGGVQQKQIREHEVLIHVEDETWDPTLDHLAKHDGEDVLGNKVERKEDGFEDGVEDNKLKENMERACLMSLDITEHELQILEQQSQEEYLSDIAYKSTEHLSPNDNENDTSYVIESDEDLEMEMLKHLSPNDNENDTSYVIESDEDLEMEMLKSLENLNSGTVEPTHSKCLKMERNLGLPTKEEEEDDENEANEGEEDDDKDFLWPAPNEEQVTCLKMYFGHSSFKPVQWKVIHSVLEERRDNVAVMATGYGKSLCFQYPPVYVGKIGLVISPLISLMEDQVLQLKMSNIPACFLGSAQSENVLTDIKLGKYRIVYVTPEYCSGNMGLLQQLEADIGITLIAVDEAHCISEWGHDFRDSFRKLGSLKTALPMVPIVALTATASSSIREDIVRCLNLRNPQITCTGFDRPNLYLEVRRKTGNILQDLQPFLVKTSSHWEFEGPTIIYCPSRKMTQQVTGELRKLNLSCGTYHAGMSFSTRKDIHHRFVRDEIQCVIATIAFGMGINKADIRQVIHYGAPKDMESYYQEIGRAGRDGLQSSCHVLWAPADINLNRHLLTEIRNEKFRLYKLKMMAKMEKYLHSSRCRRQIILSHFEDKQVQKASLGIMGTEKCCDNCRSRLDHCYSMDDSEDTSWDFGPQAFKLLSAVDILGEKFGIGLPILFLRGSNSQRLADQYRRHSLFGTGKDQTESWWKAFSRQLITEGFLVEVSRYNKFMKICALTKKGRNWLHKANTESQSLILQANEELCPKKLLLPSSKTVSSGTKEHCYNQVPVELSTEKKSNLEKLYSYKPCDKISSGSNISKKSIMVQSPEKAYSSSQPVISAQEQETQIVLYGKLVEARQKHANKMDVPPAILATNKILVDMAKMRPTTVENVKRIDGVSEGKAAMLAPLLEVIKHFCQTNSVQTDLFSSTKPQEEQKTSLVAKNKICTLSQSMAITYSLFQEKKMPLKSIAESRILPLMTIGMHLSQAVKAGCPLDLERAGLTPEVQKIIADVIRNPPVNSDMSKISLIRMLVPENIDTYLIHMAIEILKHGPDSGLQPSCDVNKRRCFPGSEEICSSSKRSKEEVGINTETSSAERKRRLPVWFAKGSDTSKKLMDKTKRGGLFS
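Fluorescence dequenching readout, ex 525 nm/em 598 nm, kinetic mode: forked duplex DNA (100 nM final) with adjacent fluorophore and quencher unwound by WRN (20 nM final) with 2 mM ATP. Compound preincubation 15 min, room temperature.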
PI5P4Ka inh – blocks human PI5P4K alpha kinase activity; P48426; max response, %; AID 652105; PI5P4Kalpha enzyme, ADP-Glo luminescence, 60 min; hits give low values; 1.2% of 330,000 active; active means max response of -50% or lower; inconclusive means between -30% and -50%; inactive means -30% or higher; further: value at the top dose of about 77 µM; on the % scale 0 is the no-effect control and ±100 the full control effect
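Compounds were pin-transferred onto PI5P4Kalpha and substrate in HEPES pH 7.4 buffer with EGTA, CHAPS and 5% DMSO. ATP (5 microM final) started the reaction, which ran 60 minutes at room temperature before ADP-Glo detection.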
IL2 activator – activators of IL-2 | activation, % (series mostly up to about 46 µM) | IL-2 activation reporter assay, cell-based qHTS; stimulated with anti-CD3/CD4/CD28 beads; in transgenic mouse T cells | 0.065% of 360,000 active; in the data active means activation above about 50%; inconclusive means mostly about 30% to 49%; further: 0% is about no effect
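Quantitative HTS in unstimulated transgenic mouse T cells, with memory T cells as non-tolerant control and PMA/ionomycin as tolerance-bypass control. Compound pretreatment lasted 60 minutes before 18 h bead stimulation; EGFP/DsRed fluorescence read.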
GLP1R ag – activates the human GLP-1 receptor; Potency, µM (doses to about 45.6 µM), inactives show top-dose activation, most hits filed as activators; HEK293 GLP-1R CRE-luciferase, luminescence, 4-6 h; cells express a hypersensitive GLP-1R form; 0.007% of 380,000 active; further: potency means the concentration at half of the fitted maximal effect; % of control where 0% means no effect
DRD3 antagonist – antagonists of human D3 dopamine receptor; AID 652054; max response, negative = inhibition, %; 2.5% of 360,000 active; D3R cells, DiscoveRx beta-arrestin luminescence, antagonist mode; hits give low values; in the data active means max response below about -50%; inconclusive means no clear call, values can overlap the other calls; further: on the % scale 0 is the no-effect control and ±100 the full control effect; mostly tested at two doses, the higher about 12 µM
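Cells plated overnight at 1500 cells/well, then exposed to library compounds with dopamine controls for 90 minutes at 37 degrees C. DiscoveRx reagent added for 30–60 minutes at room temperature; luminescence read, quantitative HTS format.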
GLP-1R inv ag – acts as inverse agonist at human GLP-1 receptor; 1.6% of 410,000 active; HEK293 GLP-1R CRE-luciferase, luminescence, 24 h; GLP-1R form is constitutively active; P43220; Potency, µM (highest dose often 38.3 µM), without a hit: top-dose activity change, negative = inhibition, usual class: inhibitors; further: potency means the concentration at half of the fitted maximal effect; on the % scale 0 is the no-effect control and ±100 the full control effect; nearly all actives have a fitted effect of over 55% in size
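HEK293 cells stably co-expressing constitutively active GLP-1R and a cAMP-responsive luciferase reporter were seeded in DMEM with 10% Nu serum, given compounds after 12 h, and incubated 24 h at 37 deg C. Luminescence was then read.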
Numbers without * were called inactive; ? = inconclusive; · = not tested or not shown; [ ] = remark or other dose. Unless noted, the call rests on the fitted dose curve; in most records, active means well fitted curve in the direction sought with a large enough effect; inconclusive means small, poorly fitted or top-dose-only effect, or another doubt; inactive means no such curve, though single readings can be large; an effect the other way counts as inactive or inconclusive.

Results follow in this order: HEK293 tox | DRD3 agonist | PLK1 PBD inh | WRN inhibitor | PI5P4Ka inh | IL2 activator | GLP1R ag | DRD3 antagonist | GLP-1R inv ag
> O=C(Cn1cc([N+](=O)[O-])ccc1=O)N1CCc2ccccc2C1
  -22% | 6 | -4% | -4% | -6 | 4.1 | -2% | -3 | -20%
> O=C1CC(c2ccc(S(=O)(=O)NCc3ccccc3)cc2)CN1 (configuration not stated)
  1% | 1 | 8% | 9% | 1 | -3.5 | 4% | -16 | 16%
> CC1(C(=O)NS(=O)(=O)c2ccc3c(c2)CCO3)CCN1C(=O)CCC1CCCC1 (configuration not stated)
  3% | -3 | -5% | -2% | -1 | 1.2 | -7% | 0 | -19%
> COc1cc(C)nc(OCCNC(=O)COc2ccc(Cl)cc2Cl)n1
  -20% | 5 | -5% | 7% | 5 | 0.3 | 15% | 18 | 1%
> N#C/C(=C/c1cc[nH]c1)C(N)=S
  -5% | -9 | -18% | -2% | -25 | -3.6 | 4% | -16 | 43%[activator]
> CCOc1cc(/C=C2/SC(=Nc3ccccc3)N(Cc3cccnc3)C2=O)ccc1OCC#N
  ? | 6 | 6% | -3% | -5 | 1.9 | 25% | -10 | 47%[activator]
> O=C(NC(c1ccc(Cl)cc1)c1cc(Cl)c2cccnc2c1O)c1cccnc1 (configuration not stated)
  11% | 2 | 3% | -7% | -63* | -1.3 | -10% | -100* | -15%
> CCOC(=O)Cn1nnc(-c2ccc(OCC(C)C)cc2)n1
  -19% | 28 | 0% | 0% | · | -1.6 | -9% | 34 | 0%
> CC1CN(S(=O)(=O)c2ccc(C(=O)N(C)C3CCCCC3)cc2)CC(C)O1 (configuration not stated)
  7% | -8 | -2% | -1% | -3 | 1.1 | 0% | -2 | 3%
> CC1CCN(c2ccc3nnc(CCC(=O)NCCCOC(C)C)n3n2)CC1
  -14% | 0 | 5% | 0% | 0 | -0.3 | -1% | -12 | 18%
> CCCCC(=O)NC(c1ccc(Cl)cc1Cl)c1ccc2cccnc2c1O (configuration not stated)
  -10% | 33* | 3.4µM* | -3%[11.6 µM] | ? | -0.2 | 10% | -9 | -30%
> CC(C)(C)c1ccc(C(=O)NNc2ncccc2-n2cccc2)cc1
  1% | -18 | 6% | -5% | 2 | 0.7 | -2% | -26 | -15%
> Cc1nn(C(=O)c2ccc(Cl)cc2)c(C)c1S(=O)(=O)N1CCCCCC1
  2% | 5 | · | · | · | · | -4% | · | 6%
> N/C(=N\OC(=O)c1ccc(F)cc1)c1nonc1N
  -7% | -5 | -18% | -15% | -17 | 0.1 | 1% | 12 | 11%
> CCOC(=O)c1sc(NC(=O)COC(=O)CNC(=O)C2CCCCC2)c(C(=O)OCC)c1C
  -9% | 2 | -13% | -19% | -6 | 0.0 | 1% | 2 | 13%
> COc1ccc(-n2c(=S)[nH]c3cc(C(=O)NCCCN4CCCC4=O)ccc3c2=O)cc1
  -9% | 4 | -1% | 8% | -6 | -0.7 | -10% | ? | 1%
> Cn1cccc1C(=O)C(=O)Nc1ccccc1
  -4% | 0 | 2% | -20% | -12 | 0.3 | -18% | ? | -21%
> CCCCNC(=O)[C@@H]1CSC2c3ccc(OC)c(OC)c3C(=O)N21 (some centres not stated)
  5% | -3 | -15% | -11% | 1 | 0.3 | -3% | 1 | 1%
> Cc1ccc(NC(=O)C(C)OC(=O)COc2cccc(C(F)(F)F)c2)cc1 (configuration not stated)
  1% | 0 | -14% | -12% | 14 | -0.9 | 3% | -8 | -5%
> Cc1onc(-c2c(F)cccc2Cl)c1C(=O)N1CCSCC1
  8% | 12 | -5% | 4% | 1 | -0.8 | 5% | 0 | -23%
> COc1cc(-c2nc3ccccc3nc2-c2ccc(O)c(OC)c2)ccc1O
  -17% | 6 | 4% | -4% | -1 | 4.1 | 5% | -23 | -2%
> CN(CC(=O)Nc1ccc(Cl)cc1)CC(=O)N1CCc2ccccc21
  4% | -3 | 3% | 10% | 2 | -3.5 | -7% | -11 | 34%[activator]
> COc1ccc(N(C(=O)c2snc(C(N)=O)c2N)C(C(=O)NC2CCCCC2)c2ccc(C)o2)c(OC)c1 (configuration not stated)
  -16% | -2 | 5% | -12% | -6 | -0.6 | 5% | 9 | 42%[activator]
> CCC1=NN(C(=O)c2ccc(Cl)cc2)C(O)(c2ccc(C)cc2)C1 (configuration not stated)
  ? | 4 | -8% | 4% | -5 | -3.0 | 8% | 8 | 2.8µM*
> Cc1ccc2c(c1)c1c(n2CC2COC(C)(C)O2)C(=O)CCC1 (configuration not stated)
  3% | 2 | -4% | -6% | -4 | 0.1 | 8% | -1 | -4%
> CCC(C)[C@H](NC(=O)NCCCc1ccccc1)C(=O)OC (some centres not stated)
  -6% | -5 | -2% | 4% | · | -1.5 | 4% | 10 | -6%
> CCCCCSc1nc2c(c(=O)[nH]c(=O)n2C)n1C
  3% | 0 | -3% | -3% | -2 | -1.8 | 7% | 7 | 2%
> CCN(CC)CCNC(=O)c1ccc2c(c1NCCO)C(=O)c1ccccc1C2=O
  5µM* | -9 | -4% | ? | -1 | -0.4 | -7% | ? | ?
> Cc1ccc(C(=O)NNC(=O)c2cc(OCC(F)(F)F)ccc2OCC(F)(F)F)cc1
  0% | 1 | -1% | 1% | -2 | -2.0 | -4% | 14 | ?
> O=C(c1ccccc1)c1nn(-c2ccccc2)c(=O)cc1C(F)(F)F
  -30% | 4 | -4% | -14%[57.1 µM] | 6 | 0.3 | 8% | 15 | ?
> CC(=O)/C(C#N)=C1\NC(=O)C(Cc2cc(Cl)ccc2Cl)S1 (configuration not stated)
  -4% | 3 | -13% | -3% | -53* | 2.6 | -2% | 20 | ?
> N#C/C(=C\c1cn(CC(=O)N2CCCCC2)c2ccccc12)C(=O)NCc1ccc2c(c1)OCO2
  -2% | 4 | -4% | -1% | -2 | -2.0 | -1% | -15 | -17%
> O=C(NCc1ccco1)Nc1cccc2ccccc12
  0% | 10 | -5% | 6% | 5 | 0.6 | 14% | 18 | ?
> N#CCCN(Cc1ccncc1)C(=S)NC1CC2C=CC1C2 (configuration not stated)
  3% | 3 | 1% | -15% | -2 | -0.4 | 5% | 2 | 9%
> O=C(Nc1ccccc1C(=O)NCc1ccccc1)c1ccccc1Br
  5% | 10 | 3% | -4% | 0 | -0.4 | 10% | 12 | ?
> CCOC(=O)c1nc(C)sc1-c1ccnn1S(=O)(=O)c1cccc(Cl)c1
  -19% | -7 | -5% | 3% | 6 | -4.0 | 23% | ? | 14%
> CCc1cccc(OCCOCCN2CCCC2)c1
  -12% | -3 | -2% | 11% | -2 | -1.8 | 4% | -71* | -18%
> Cc1ccc(NC(=O)CSc2ccc(-c3ccc4c(c3)OCO4)nn2)cc1F
  5% | 14 | 0% | -1% | 3 | 1.1 | -3% | 6 | 25%
> C=C(C)CN1CCN(c2c(CCC#N)c(C)c(C#N)c3nc4ccccc4n23)CC1
  29% | 5 | 14% | -2% | -4 | 6.9 | 1% | 7 | 2%
> C=CCN1C(=O)C(CCCC)NC1=S (configuration not stated)
  9% | 3 | ? | -31%[57.1 µM] | 9 | -1.0 | -2% | 12 | 3%
> COc1ccc(OC)c(NC(=O)c2cnc(Nc3ccc(C)c(Cl)c3)c3ccccc23)c1
  -6% | 3 | · | · | · | · | 3% | · | -16%
> Cc1cc(C)n2c(Nc3ccccc3C)c(-c3cccs3)nc2n1
  4% | -8 | · | · | · | · | 0% | · | -8%
> CCOc1ccc(CCNC(=O)Cn2ccc3ccccc3c2=O)cc1OCC
  -2% | 9 | -4% | -1% | 2 | 0.7 | 5% | 5 | 22%
> CCOc1ccc(C(=O)Nc2cc(S(=O)(=O)Nc3ccccc3Cl)ccc2N2CCOCC2)cc1
  -16% | 1 | -9% | -10% | 2 | 0.4 | -7% | 18 | ?
> CCS(=O)(=O)c1ccc2oc(SCC(=O)NCc3ccccc3)nc2c1
  3% | 3 | -7% | 2% | -9 | 0.1 | 1% | -10 | 2%
> CNc1nc(SC)nc(N(C#N)CC(=O)OC)n1
  9% | -3 | ? | -1% | 0 | 1.3 | 3% | 18 | -4%
> Cc1nc(N/N=C/c2cccnc2)cc(N2CCOCC2)n1
  -2% | -11 | 3% | 24% | 4 | -5.1 | 14% | 0 | 26%
> CCCn1c(=O)n(CC(=O)NCC2CCCO2)c(=O)c2c3c(sc21)COC(C)(C)C3 (configuration not stated)
  3% | -11 | 4% | -1% | 8 | 0.2 | -2% | 0 | 12%
> Cc1ccc(S(=O)(=O)N2C(c3ccccc3)CC(=O)C3CN(S(=O)(=O)c4ccc(Cl)cc4)C(c4ccccc4)CC32)cc1 (configuration not stated)
  3% | 0 | -8% | -5% | -3 | 1.9 | · | 1 | ?
> O=C(NCc1ccccc1)N1CCn2c(nc3ccccc32)C1
  25% | -4 | -2% | -7% | · | -2.4 | 11% | -9 | -6%
> COc1cccc(CNC(=O)CCC(=O)N2CCSc3ccccc32)c1OC
  -1% | 2 | 5% | -8% | -1 | 1.9 | -10% | 7 | -11%
> Cc1ccc(NC(=O)CSC(N)=O)cc1Cl
  4% | 2 | 8% | -6% | -8 | -1.1 | -13% | -13 | -9%
> COc1ccc(C(=O)Nc2ncc3c(n2)-c2ccccc2CC3)cc1
  -12% | -19 | -7% | -1% | · | -0.1 | -2% | -22 | -4%
> COc1ccc(C(=O)NCc2c(CC(C)C)oc(C)c2C(=O)O)cc1
  -2% | 2 | -10% | -10% | 17 | 0.2 | 12% | 9 | -18%

Quoted at random: two compounds from above.
Results follow in this order: HEK293 tox | DRD3 agonist | PLK1 PBD inh | WRN inhibitor | PI5P4Ka inh | IL2 activator | GLP1R ag | DRD3 antagonist | GLP-1R inv ag
> CCCCC(=O)NC(c1ccc(Cl)cc1Cl)c1ccc2cccnc2c1O (configuration not stated)
  -10% | 33* | 3.4µM* | -3%[11.6 µM] | ? | -0.2 | 10% | -9 | -30%
> O=C(c1ccccc1)c1nn(-c2ccccc2)c(=O)cc1C(F)(F)F
  -30% | 4 | -4% | -14%[57.1 µM] | 6 | 0.3 | 8% | 15 | ?
